D1 antag – blocks dopamine activation of the human D1 receptor; actives 3.2% (n = 360,000); HEK293 TREx D1 cells, calcium flux, dopamine EC80; active compounds read low; AID 504652; activity change, negative = inhibition, % at 10 µM; in the data active means activity change below about -30%; further: on the % scale 0 is the no-effect control and ±100 the full control effect
Target sequence (P21728 whole entry, looked up): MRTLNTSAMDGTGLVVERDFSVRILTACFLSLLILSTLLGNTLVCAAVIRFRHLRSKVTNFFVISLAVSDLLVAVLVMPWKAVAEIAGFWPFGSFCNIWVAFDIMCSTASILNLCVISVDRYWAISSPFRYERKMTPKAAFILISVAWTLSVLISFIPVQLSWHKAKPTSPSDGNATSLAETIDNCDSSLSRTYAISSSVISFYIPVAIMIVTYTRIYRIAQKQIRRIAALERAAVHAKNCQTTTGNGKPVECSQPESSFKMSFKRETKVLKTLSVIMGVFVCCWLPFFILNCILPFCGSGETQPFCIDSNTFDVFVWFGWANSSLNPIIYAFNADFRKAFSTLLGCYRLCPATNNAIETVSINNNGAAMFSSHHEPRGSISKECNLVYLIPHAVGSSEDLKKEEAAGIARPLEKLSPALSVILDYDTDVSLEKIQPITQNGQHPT
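Kinetic fluorescence of a calcium dye serves as the read-out. D1-expressing Hek293 Trex cells, induced overnight at 30 C, are exposed to compound for 180 s before an EC80 dopamine addition, then read 180 s further.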
D2 agonist – D2 dopamine receptor (human) agonism. AID 485358. activation, % at 2 µM. HEK293 T-REx D2 cells, calcium flux agonist mode. actives 0.53% (n = 340,000);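 active means activation over 3 SD above normal in the single-dose calcium agonist read, cut at about 30% in these data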; further: 0% is about no effect
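Agonism is scored from calcium flux in a force-coupled, inducible HEK293 cell line expressing D2, read kinetically for 180 s after compound addition against dopamine controls.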
RXFP1 antagonist – antagonists of human relaxin receptor RXFP1; HEK293-RXFP1, relaxin-stimulated cAMP HTRF, 30 min; active compounds read low; Q9HBX9; activity change, negative = inhibition, % at 57.5 µM; actives 0.59% (n = 350,000);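 active means activity change of -60% or lower, but not beyond a set lower limit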; further: on the % scale 0 is the no-effect control and ±100 the full control effect
TRHR PAM – allosteric enhancers of human TRH receptor; P34981; TRHR cells, fluo-8 calcium fluorescence, EC20 TRH enhancement; enhancement, % at 2 µM; actives 0.66% (n = 360,000); AID 493056; in the data active means enhancement above about 30%; further: 0% is about no effect
Target sequence (P34981 whole entry, looked up): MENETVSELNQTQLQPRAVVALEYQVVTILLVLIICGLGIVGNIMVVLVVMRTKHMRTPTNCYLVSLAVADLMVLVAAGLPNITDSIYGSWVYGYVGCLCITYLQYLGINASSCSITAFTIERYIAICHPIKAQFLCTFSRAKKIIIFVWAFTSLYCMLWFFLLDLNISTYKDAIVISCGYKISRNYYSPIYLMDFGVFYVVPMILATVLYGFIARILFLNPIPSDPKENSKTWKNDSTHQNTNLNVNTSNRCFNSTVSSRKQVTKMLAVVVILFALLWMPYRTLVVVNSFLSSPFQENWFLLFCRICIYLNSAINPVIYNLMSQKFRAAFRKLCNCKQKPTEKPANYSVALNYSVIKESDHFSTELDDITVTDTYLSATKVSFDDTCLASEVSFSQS
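TRHR-expressing cells loaded with fluo-8 calcium dye were read kinetically (ex 480/em 530) during compound addition, then stimulated with an EC20 of TRH (10 nM final). Enhancement of the Gq-mediated intracellular calcium response was scored.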
TRHR agonist – activates the human TRH receptor | P34981 | TRHR cells, calcium flux fluo-8, FDSS agonist mode | activation, % at 2 µM | actives 0.18% (n = 360,000) | AID 493084; further: 0% is about no effect
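Agonist-mode FDSS calcium read (Ex 480/Em 530, 1 s cycles) in 1536-well TRHR cells with fluo-8 dye, after 10-cycle baseline and 23 nL compound addition; TRH at EC20 (10 nM final) added afterwards for the enhancer phase.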
D2 antagonist – D2 dopamine receptor (human) antagonism. P14416. HEK293 TREx D2 cells, calcium flux, dopamine EC80. inhibition, % at 10 µM. actives 2% (n = 340,000); in the data active means inhibition above about 30%; further: 0% is about no effect
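Calcium flux kinetic readout in an inducible HEK293 TREx D2 line plated overnight at 30 C. After 180 s compound exposure, an EC80 dopamine challenge follows with another 180 s kinetic read to detect antagonism.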
D1 agonist – agonists of human D1 dopamine receptor | P21728 | HEK293 T-REx D1 cells, calcium flux, agonist mode | activation, % at 2 µM | actives 1% (n = 360,000) | AID 504660; further: 0% is about no effect
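Agonism was scored from calcium flux recorded over 180 s (1 read/s) after pintool compound addition, following a 10-cycle baseline. Cells were inducible force-coupled HEK293 TREx D1, plated overnight at 30 C and loaded with no-wash calcium dye.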
D2 PAM – D2 dopamine receptor (human) potentiation | potentiation, % at 10 µM | HEK293 T-REx D2, calcium flux, EC20 dopamine potentiation | actives 0.34% (n = 340,000);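 active means potentiation over 3 SD above the plate norm, cut at about 30% in these data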; further: 0% is about no effect
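Primary screen. Calcium kinetics in induced HEK293 T-REx D2 cells: compound pre-addition 180 s, EC20 dopamine, 180 s more.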
D1 PAM – potentiators of human D1 dopamine receptor; P21728; HEK293 TREx D1 cells, calcium flux, dopamine EC20 potentiation; potentiation, % at 10 µM; actives 0.036% (n = 360,000); AID 504651; in the data active means potentiation above about 30%; further: 0% is about no effect
The depositor's hits bear a star; · = not tested or not shown. Unless noted, no stated cut-off is given here; in the data, active means activation above about 30%; inactive means the rest.

SMILES	D1 antag	D2 agonist	RXFP1 antagonist	TRHR PAM	TRHR agonist	D2 antagonist	D1 agonist	D2 PAM	D1 PAM
CCOCCCNC(=O)C1CCN(c2nn3cc(-c4ccc(F)cc4)nc3s2)CC1	-10	-0.2	-20	2	0.5	·	4	-6	2
COc1ccc(N2CCN(S(=O)(=O)CCNC(=O)COc3ccccc3F)CC2)cc1	-6	0.5	1	-3	-0.2	·	-1	-3	3
Cn1cc(C(=O)CCl)c2ccccc21	28	1.9	3	0	0.8	-10	3	3	1
CC(Oc1ccccc1)C(=O)Nc1ccc(F)c(S(=O)(=O)N2CCOCC2)c1 (configuration not stated)	-5	0.8	-18	8	-0.1	8	6	1	-1
O=C(CN1CCCCCC1)Nc1ccccc1Oc1ccccc1	29	-0.3	-28	-2	0.3	13	4	-4	0
c1ccc(N2CC[N+]3(CCCC3)CC2)nc1	-2	-0.1	9	1	-1.2	-1	3	13	-2
CC/C(=N\NC(=O)c1nnn(-c2nonc2N)c1CN(C)c1ccccc1)c1ccccc1	-13	-0.8	-102*	-2	-0.1	0	2	10	-1
CCCCn1nc2cc(C(=O)NCCCCc3ccccc3)ccc2c1OCC	-26	-0.5	·	-3	-1.6	4	1	0	-8
COc1ccc(N(CC(=O)NCCSCc2ccco2)S(=O)(=O)c2ccccc2)cc1OC	6	-0.8	-3	8	0.8	23	2	3	1
Cc1c(NC(=O)c2cccc(NC(=O)COc3ccccc3C#N)c2)c(=O)n(-c2ccccc2)n1C	-26	0.5	-14	12	-0.5	10	3	4	2
O=C(Cn1nnc(-c2ccccc2)n1)OC1CCOC1=O (configuration not stated)	2	-1.4	6	-8	0.5	2	4	-10	1
CN(C)C(=O)c1ccc(-c2nnc(NCc3ccccc3)c3ccccc23)cc1	16	-0.3	1	3	-0.3	9	1	-3	-3
CCOc1cc(/C=C2/C(=O)N(c3ccccc3)N=C2C)ccc1OC(=O)c1cccs1	-7	-0.1	2	0	-0.4	-2	1	0	-7
Cc1ccc(NC(=O)CSc2nc3ccc(NC(=O)c4ccco4)cc3s2)c(C)c1	-21	-0.4	·	1	0.8	·	0	-3	-2
COc1ccc(C(CNC(=O)CSc2ccccc2C)N(C)C)cc1 (configuration not stated)	28	-0.4	7	8	-1.1	-1	6	9	-2

Ordered by value in D1 PAM (largest number first): 3 from the list above.
| mol | D1 PAM |
| --- | --- |
| COc1ccc(C(CNC(=O)CSc2ccccc2C)N(C)C)cc1 (configuration not stated) | -2 |
| CN(C)C(=O)c1ccc(-c2nnc(NCc3ccccc3)c3ccccc23)cc1 | -3 |
| CCCCn1nc2cc(C(=O)NCCCCc3ccccc3)ccc2c1OCC | -8 |

Next part
SMILES	D1 antag	D2 agonist	RXFP1 antagonist	TRHR PAM	TRHR agonist	D2 antagonist	D1 agonist	D2 PAM	D1 PAM
COc1cc(/C=C(\C#N)C(=O)c2c(C)[nH]c3ccccc23)cc(OC)c1OC	3	0.9	-33	-3	0.3	15	5	0	6
CN(c1ccccc1)c1ccc(/C=N/N2CCOCC2)cc1	11	-1.1	-10	9	-1.2	-8	3	-9	-4
O=C(c1ccc(NC2=NC3CS(=O)(=O)CC3S2)cc1)N1CCN(c2ccccc2F)CC1 (configuration not stated)	1	0.7	-3	2	0.6	-15	3	2	-13
O=C(N/N=C/c1cccn1-c1ccccc1)c1ccncc1	7	0.2	3	0	0.1	-3	2	·	1
O=C(NC1CCCCC1)n1c(=O)oc2cc(S(=O)(=O)N3CCCCC3)ccc21	5	0.5	2	3	-0.3	-1	5	4	0
CCN(CC)c1ncnc2c1[nH]c1ccccc12	-5	-1.9	-2	-1	0.1	14	3	-8	3
CCCOc1ccc(NC(=O)CC2C(=O)N(c3cccc(OC)c3)C(=O)N2Cc2cccs2)cc1 (configuration not stated)	2	·	-7	3	-0.1	·	2	-3	1
CC[C@H](C)[C@H](NC(N)=O)C(=O)NCCc1ccc(OC)c(OC)c1	-1	·	-2	0	-0.3	·	0	6	-1
Cc1ccc(C)c(NC(=S)NCCSc2ccc(Cl)cc2)c1	-28	0.7	-7	-4	-0.1	-5	11	18	-7
CC(=O)Oc1ccc(OC(C)=O)c(SCCCCCN2CCOCC2)c1	-19	0.5	14	-4	-0.3	5	1	-1	2
CC(=O)c1c(N2CCOCC2)nc2ccc(Cl)cc2c1-c1ccccc1	17	-0.2	-28	22	0.2	8	4	4	15
CCOc1ccc(-c2nonc2NC(=O)c2oc3ccc(Cl)cc3c2C)cc1	-32*	-0.2	-5	-1	0.4	·	1	3	3
COc1cccc2sc(N(CCN(C)C)C(=O)/C=C/c3cccs3)nc12	-9	0.3	1	2	1.0	-6	7	-19	-2
CC1(C)Cc2cccc(OCC(=O)N3CCN(c4ccc(F)cc4)CC3)c2O1	5	-1.0	-14	-1	-1.7	-9	0	-12	-1
Cc1nc2sc3c(O)cc(=O)[nH]c3c2c(C)c1C	2	·	-1	4	0.6	·	3	-7	-5
CCOC(=O)c1cccc(NC(=S)NC(=O)c2cccnc2)c1	-14	-0.5	6	2	-0.3	-15	3	-10	5
COc1cc(OC)c(NS(=O)(=O)c2cc(-c3cnc(C4CC4)o3)ccc2C)cc1Cl	-13	·	·	0	0.0	·	2	0	0
COc1ccc(OC)c(NC(=O)c2ccc(-c3nc(COc4ccccc4)c(C)o3)cc2)c1	-16	0.3	0	-3	0.4	·	6	-3	-1
Cc1ccc(O)c(-c2cc3ccccc3[nH]2)c1	1	0.0	-6	-5	1.2	5	-5	2	1
Cc1ccc(NC(=O)NCCc2c(C)nn(C)c2C)cc1Cl	-8	1.1	·	5	-1.4	·	1	-6	2
COc1cc(C(CC(=O)Nc2cccc(C(C)=O)c2)N2Cc3ccccc3C2=O)cc(OC)c1OC (configuration not stated)	14	-0.3	·	0	0.2	·	-1	-6	-1
O=C(Cc1ccccc1)NCCS(=O)(=O)N1CCN(c2ccccc2)CC1	5	0.2	-8	-1	-0.2	-4	-1	0	-5
O=C(Nc1ccccc1N1CCOCC1)c1ccc2c(c1)C(=O)N(Cc1ccncc1)C2=O	5	0.0	-12	0	0.6	-3	2	3	-4
COc1ccc(C2(CNC(=O)c3cccs3)CCOCC2)cc1	6	0.1	·	1	0.4	19	0	-12	0
Cn1ccc2cc(S(=O)(=O)N3CCN(S(=O)(=O)c4c(F)cccc4F)CC3)ccc21	7	·	·	-1	-0.2	·	2	·	2
CC(C)n1c(C(F)(F)F)nc2cc(C(=O)N3CCCCC3)ccc21	-9	1.3	10	-2	0.1	-1	0	3	0
O=C(O)/C=C1\CCCc2ccccc2C1O (configuration not stated)	35	0.2	·	-3	0.8	-13	-1	5	-5
O=C(NC1CCCc2ccccc21)C1CCN(S(=O)(=O)c2cnc[nH]2)CC1 (configuration not stated)	-7	-0.5	-3	1	-1.2	-8	4	20	-5
COc1cc(OC)cc(-c2nc3ccccc3c(=O)n2OC(=O)c2ccc(Br)cc2)c1	14	-1.9	1	2	0.2	2	0	7	0
COCCCn1c(SCC(=O)N2CCOCC2)nc2ccccc2c1=O	-25	-0.5	-11	11	-0.5	0	3	8	-7

By substructure: the entries above with an aryl thioether with sulfur outside any ring
SMILES	D1 antag	D2 agonist	RXFP1 antagonist	TRHR PAM	TRHR agonist	D2 antagonist	D1 agonist	D2 PAM	D1 PAM
Cc1ccc(NC(=O)CSc2nc3ccc(NC(=O)c4ccco4)cc3s2)c(C)c1	-21	-0.4	·	1	0.8	·	0	-3	-2
COc1ccc(C(CNC(=O)CSc2ccccc2C)N(C)C)cc1 (configuration not stated)	28	-0.4	7	8	-1.1	-1	6	9	-2
Cc1ccc(C)c(NC(=S)NCCSc2ccc(Cl)cc2)c1	-28	0.7	-7	-4	-0.1	-5	11	18	-7
CC(=O)Oc1ccc(OC(C)=O)c(SCCCCCN2CCOCC2)c1	-19	0.5	14	-4	-0.3	5	1	-1	2
COCCCn1c(SCC(=O)N2CCOCC2)nc2ccccc2c1=O	-25	-0.5	-11	11	-0.5	0	3	8	-7

Going on with the list.
SMILES	D1 antag	D2 agonist	RXFP1 antagonist	TRHR PAM	TRHR agonist	D2 antagonist	D1 agonist	D2 PAM	D1 PAM
Cc1cc(NC(=O)CSC2=NS(=O)(=O)c3cc(F)ccc3N2)no1	-15	0.1	-13	0	0.1	-14	0	-3	-6
COc1cc([N+](=O)[O-])ccc1NC(=O)CSc1nc2ccccc2n1-c1ccccc1	-6	0.0	·	-4	-0.1	-13	4	-8	3
CC(C)Oc1ccc(C(CC(=O)NCCCN(C)C)c2ccc(F)cc2)cc1 (configuration not stated)	-37*	1.9	-13	2	0.4	-11	2	-11	-7
CC(C)c1ccc(OCC(=O)NCCS(=O)(=O)N2CCN(c3ccc(F)cc3)CC2)cc1	-4	-0.3	1	3	0.3	·	3	6	-1
COCC(=O)NCCc1nc(-c2ccccc2)cs1	-2	-0.2	-12	-2	-0.3	-22	3	4	-3
Cc1ccc(N(Cc2cc3cccc(C)c3[nH]c2=O)S(=O)(=O)c2ccccc2)c(C)c1	2	-0.2	13	-5	0.0	3	4	-4	-2
COc1cccc(C(=O)Nc2ccc3c(cc2=O)[C@@H](NC(C)=O)CCc2cc(OC)c(OC)c(OC)c2-3)c1	6	0.1	5	-7	0.6	-8	2	14	2
COCCCNC(=O)c1ccc(NC(=O)N2CCCCc3ccccc32)cc1	-17	-0.9	·	6	0.0	·	2	10	0
CCCN1CCN(CC(=O)Nc2cc(OCC)ccc2OCC)CC1	14	-1.4	-5	-6	-0.2	0	0	0	-3
Cc1[nH]c(=O)[nH]c(=O)c1S(=O)(=O)Nc1ccc(F)c(Cl)c1	6	·	3	3	0.0	·	3	-3	3
CCc1ccc(NC(=O)CC2C(=O)N(c3ccc(OC)cc3)C(=O)N2Cc2cccs2)cc1 (configuration not stated)	-6	-0.1	-7	2	-0.2	·	2	-4	0
CCOCCCNC(=O)CCc1ccc(-n2cnc3cccnc32)cc1	0	-1.4	-7	-1	-0.5	8	5	-2	5
COCCOC(=O)C1=C(C)Nc2ncnn2C1c1ccccc1 (configuration not stated)	-11	0.1	19	0	0.4	1	3	-5	-8
COCCN(CCOC)S(=O)(=O)c1ccc(C(=O)Nc2c(C)n(C)n(-c3ccccc3)c2=O)cc1	-24	0.0	-5	5	-0.2	-2	1	-4	-5
CCN(C(=O)COC(=O)c1ccc(C=O)cc1)c1c(N)n(Cc2ccccc2)c(=O)[nH]c1=O	-5	-0.7	2	3	0.7	-47	1	-7	-6
CCCc1cc(N2CCN(C(=O)c3ccco3)CC2)n2c(nc3ccccc32)c1C#N	·	0.4	10	2	-0.2	-9	1	-3	-5
CCOc1ccc(NC(=O)CCC(=O)NNC(=O)COc2ccccc2C)cc1	14	-1.0	-6	-3	-0.4	36*	1	-4	3
c1ccc(OCc2nnc3sc(-c4cccs4)nn23)cc1	-19	-1.5	-1	20	-0.2	19	0	18	2
CC(=O)Nc1ccc(NC(=O)CSc2nc(=O)n3cccc(C)c3n2)cc1	-1	0.0	1	-6	0.2	0	-2	8	-3
Cc1cc(C)nc(/N=C(\N)C2=C(O)CC(C)(C)CC2=O)n1	-22	-0.1	-3	-6	-0.7	20	2	20	-8
CC1CCCCN1CC(=O)Nc1cc(S(=O)(=O)N2CCOCC2)ccc1N1CCCC1 (configuration not stated)	-8	-1.9	-4	-5	-0.4	11	-2	3	-11
COc1cccc(OC)c1C(=O)Nc1ccc2c(c1)n(C)c(=O)n2C	9	1.5	1	5	-0.2	-2	5	-4	-3
COc1ccc(-c2c(C)nn3c(-c4ccccc4)cc(-c4ccccc4)nc23)cc1	-3	-0.9	4	0	-0.6	·	-1	8	1
